AmpC inh detg: inhibitors of E. coli AmpC beta-lactamase with detergent; Potency, µM (top dose mostly 114 µM), for the others: at the highest dose activity change, negative = inhibition, actives largely listed as inhibitors; 0.041% of 370,000 active; AID 485294; AmpC hydrolysis of nitrocefin, absorbance 480 nm, 0.01% Triton;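 also: potency is read from the fitted curve at half-maximal effect; 0% = no-compound wells and -100% = no-enzyme wells; nearly all actives have a fitted effect of over 25% in size; some results filed as inactive show a strong effect at the top dose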
Target sequence (P00811 whole entry, looked up): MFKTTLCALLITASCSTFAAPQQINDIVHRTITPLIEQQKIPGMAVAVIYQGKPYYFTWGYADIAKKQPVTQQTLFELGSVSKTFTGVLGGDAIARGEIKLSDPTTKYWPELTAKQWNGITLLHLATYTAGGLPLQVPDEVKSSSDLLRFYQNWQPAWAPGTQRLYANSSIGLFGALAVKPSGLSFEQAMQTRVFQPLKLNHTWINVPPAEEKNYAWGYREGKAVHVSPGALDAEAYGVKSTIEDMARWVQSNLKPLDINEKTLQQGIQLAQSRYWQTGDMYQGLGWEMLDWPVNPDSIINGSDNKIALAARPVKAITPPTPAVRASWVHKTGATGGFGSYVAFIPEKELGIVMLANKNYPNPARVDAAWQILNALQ
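AmpC (5.3 nM in the dispensed reagent) in 20 mM phosphate pH 7.0 with 0.01% (detergent screen) or 0.0001% Triton X-100 was preincubated with compounds for 15 min at room temperature. Nitrocefin was then added from an 800 uM solution, and hydrolysis was followed at 480 nm.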
Cycloheximide cs: counter-screen for Shiga toxin inhibitors: cycloheximide protein synthesis inhibition; cell reporter, cycloheximide protein synthesis inhibition counterscreen; 12% of 300,000 active; max response, %; in the data active = max response mostly above about 13%, no sharp cut-off; inactive = mostly below about 14%; also: read at 38.3 µM for the half of the compounds with a filed dose; 0% is about no effect
HCMV inh: blocks human cytomegalovirus replication; 4.5% of 410,000 active; activity change, negative = inhibition, % at 57.5 µM; HFF cells, HCMV-luciferase reporter, 72 h; stronger effect = lower value; in the data active = activity change below about -60%; inconclusive = no clear call, values can overlap the other calls; inactive = above about -39%; also: % is scaled to controls: 0 for no effect and ±100 for the full control effect
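After 16 h attachment at 37C, HFF cells received test compound and HCMV-luciferase (1 PFU/cell); reporter luminescence read 72 h later, data normalized against buffer-only and known inhibitor Salinomycin.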
Shiga inhibitor: blocks Shiga toxin action in Vero cells | Vero cells, Shiga toxin protein synthesis inhibition reporter | 9.2% of 290,000 active | inhibition, % at 38.7 µM; in the data active = inhibition mostly above about 28%, no sharp cut-off; inactive = mostly below about 43%; also: 0% is about no effect
Giardia FBPA inh: inhibitors of Giardia lamblia fructose-1,6-bisphosphate aldolase | purified Giardia FBPA | 0.71% of 290,000 active | Potency, µM (series often up to 59.6 µM), inactives show at the top dose activity, negative = inhibition, actives largely listed as inhibitors | A8B2U2; also: potency is read from the fitted curve at half-maximal effect; % is scaled to controls: 0 for no effect and ±100 for the full control effect; nearly all actives have a fitted effect of over 55% in size
Target sequence (A8B2U2 whole entry, looked up): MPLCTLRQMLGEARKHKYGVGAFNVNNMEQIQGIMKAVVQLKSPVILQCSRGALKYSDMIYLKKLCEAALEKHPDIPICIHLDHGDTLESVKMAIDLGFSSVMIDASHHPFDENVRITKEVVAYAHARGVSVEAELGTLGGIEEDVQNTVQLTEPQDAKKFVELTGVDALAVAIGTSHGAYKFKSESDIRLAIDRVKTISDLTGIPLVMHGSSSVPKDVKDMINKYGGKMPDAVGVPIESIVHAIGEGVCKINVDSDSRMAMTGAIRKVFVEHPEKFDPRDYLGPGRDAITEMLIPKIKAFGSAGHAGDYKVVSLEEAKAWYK
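40 nM FBPA preincubated 10 min at RT with compound (up to 57.5 uM final), then substrate plus GAPDH/TPI/NAD/arsenate coupling and diaphorase/resazurin added. Fluorescence read after 20 min at RT, 525/598 nm.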
AMA1-RON2 inh: disrupts binding of P. falciparum AMA1 to RON2 | Potency, µM (titrated, usually from 58.2 µM), for the others: at the top dose activity change, negative = inhibition, actives largely listed as inhibitors | AID 720542 | 0.2% of 360,000 active | AlphaScreen AMA1-biotinylated RON2 peptide binding;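 also: potency is read from the fitted curve at half-maximal effect; 0% = vehicle wells and -100% = peptide control; nearly all actives have a fitted effect of over 45% in size; some results filed as inactive show a strong effect at the top dose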
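AMA1 (3D7) with his tag at 25 nM final met compounds first, then biotinylated RON2 peptide at 25 nM; detection used donor plus acceptor beads, 10 µg/mL apiece, read by AlphaScreen after 30 min at room temperature.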
AmpC inh no detg: inhibitors of E. coli AmpC beta-lactamase without detergent; 0.52% of 330,000 active; AID 485341; AmpC nitrocefin hydrolysis, absorbance 480 nm, 0.0001% Triton; P00811; Potency, µM (series often up to 57.1 µM), for inactives: at the highest dose activity change, negative = inhibition, hits mostly inhibitors;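 also: potency is read from the fitted curve at half-maximal effect; plate controls were no compound for no effect and no enzyme for full effect; nearly all actives have a fitted effect of over 20% in size; some results filed as inactive show a strong effect at the top dose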
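AmpC (5.3 nM in the dispensed reagent) in 20 mM phosphate pH 7.0 with 0.01% (detergent screen) or 0.0001% Triton X-100 was preincubated with compounds for 15 min at room temperature. Nitrocefin was then added from an 800 uM solution, and hydrolysis was followed at 480 nm.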
* hit, by the source's call; u = inconclusive; x = no result given; & = joins results of further samples; [ ] = remark or other dose. Unless noted, calls follow the shape of the dose curve; as a rule, active = well fitted curve in the direction sought with a large enough effect; inconclusive = small, poorly fitted or top-dose-only effect, or another doubt; inactive = no such curve, though single readings can be large; an effect the other way counts as inactive or inconclusive.

SMILES	AmpC inh detg	Cycloheximide cs	HCMV inh	Shiga inhibitor	Giardia FBPA inh	AMA1-RON2 inh	AmpC inh no detg
Cc1ccc(CN(C)CC(=O)Nc2cccc([N+](=O)[O-])c2)o1	3%	10	-2	-4	-2%	4%	-7%
Cc1nn(Cc2ccccc2Cl)c(C)c1NC(=O)c1nc2ncccn2n1	-4%	-1	-63*	13	4%	0%	-6%
N#C/C(=C/c1cc(Br)cs1)C(=O)NCC1CCCO1 (stereo unspecified)	2%	5	-20	-10	x	-5%	-15%
CCc1ccc(NCc2ccc(OC)c(Cn3ccnc3)c2)cc1	u	18	-64*	32	6%	u	16%
COc1ccc(C)cc1NC(=O)c1ccc(OCc2c(C)noc2C)cc1	x	x	-10	x	x	25%	-1%
Cc1ccc(NC(=O)c2ccccc2NC(=O)c2cccs2)cc1	u	2	-7	14	10%	19%	118%
COc1ccc(Nc2nc(C(=O)NCCCN3CCOCC3)cs2)cc1	-14%	-4	-11	-2	-1%	4%	2%
Cc1ccc(NC(=O)c2cc3cccc([N+](=O)[O-])c3[nH]2)cc1	1%	46*	-32	84*	-1%	-3%	-43%
O=S(=O)(Nc1ccccc1OC(F)F)c1ccc(S(=O)(=O)N2CCCC2)cc1	4%	x	-18	x	x	1%[11.6 µM]	-14%
Cc1cc(Nc2ccc(Cl)cc2)nc(-c2ccccc2O)n1	u	15	-32	46	1%	6%	-17%
NS(=O)(=O)c1ccc(CCNC/C=C/c2ccccc2)cc1	6%	-1	6	-2	u	10%	-24%
CCN(CC)C(=O)COc1ccc(/C(C)=N/NC(=O)c2ccccc2O)cc1	-10%	28*	27	46	-3%	-17%	-36%
CCc1nnc(NC(=O)C2CCN(C(=O)NC3CCCCC3)CC2)s1	-5%	-3	78	-9	1%	7%	51%
Cc1cc(C)cc(N2CC(C)(C)C2=O)c1	-4%	-5	-4	-2	4%	28%	-12%
CCN(CC)S(=O)(=O)c1ccc2c(c1)N(CC(=O)NCc1ccco1)C(=O)CO2	-1%	1	2	1	8%	-5%	3%
CSc1sc(C(=O)NN)c2c1C1(CCC2)SCCS1	9%	1	u	-4	-17%	79%[activator]	-1%
COc1cc(/C=C/C(=O)c2c(O)ccc3c(C)cc(=O)oc23)ccc1O	-7%	-3	-92*	-10	-16%	-16%	x
Cc1ccc(S(=O)(=O)c2ccc(Cl)cc2)cc1S(N)(=O)=O	-10%	2	5	0	1%	-3%	-43%
O=C(c1ccco1)N1CCN(C(c2ccc(F)cc2)c2nnnn2CC2CCCO2)CC1 (stereo unspecified)	-8%	6	-33	-18	1%	-1%	30%
O=C(CCC(=O)N1CCN(S(=O)(=O)c2ccccc2)CC1)c1cccs1	u	4	-1	4	6%	-1%	-25%

The closing three compounds of the part above come first, to join the parts.
SMILES	AmpC inh detg	Cycloheximide cs	HCMV inh	Shiga inhibitor	Giardia FBPA inh	AMA1-RON2 inh	AmpC inh no detg
Cc1ccc(S(=O)(=O)c2ccc(Cl)cc2)cc1S(N)(=O)=O	-10%	2	5	0	1%	-3%	-43%
O=C(c1ccco1)N1CCN(C(c2ccc(F)cc2)c2nnnn2CC2CCCO2)CC1 (stereo unspecified)	-8%	6	-33	-18	1%	-1%	30%
O=C(CCC(=O)N1CCN(S(=O)(=O)c2ccccc2)CC1)c1cccs1	u	4	-1	4	6%	-1%	-25%
Cc1ccccc1C1NC(=O)Cc2ccccc21 (stereo unspecified)	3%	-3	20	9	1%	3%	-8%
CCOC(=O)[C@H]1[C@H]2COc3ccccc3[C@@H]2N2C(=O)CNC(=O)[C@@]12C	-8%	x	3	x	x	23%	7%
Cc1ccc(N(C(=O)c2snc(C(N)=O)c2N)C(C(=O)NC2CCCC2)c2ccc(C)o2)cc1 (stereo unspecified)	-3%	-7	-19	6	5%	4%	37%
COc1ccc(C[C@H]2CN3C(=NC[C@@H]3Cc3ccc(O)cc3)N2C[C@H](C)NC(=O)CCC2CCCCC2)cc1	5%	-7	67	-4	0%	-22%	47%
CCOc1ccc(N(CC(=O)Nc2ccc(Br)cc2)S(C)(=O)=O)cc1	5%	30*	89	54*	3%	8%	-2%
CCOc1ccc(/C=N/NC(=O)c2cccc3ccccc23)c(OCC)c1	-12%	-2	12	-17	3%	9%	-54%
O=C(NCCC(=O)N1CCN(c2ccccc2F)CC1)c1ccco1	3%	x	-4	x	x	-9%	-3%
CCOc1ncccc1C(=O)N1CCN(c2ccc(C(F)(F)F)cn2)CC1	3%	-2	0	2	0%	0%	67%[activator]
Cc1cccc(OC(C)C(=O)N(Cc2cccs2)C2CCS(=O)(=O)C2)c1C (stereo unspecified)	3%	8	-19	-15	1%	19%	60%[activator]
CCCCc1nnc(NC(=O)CCSc2ccccc2)s1	3%	-3	52	-2	6%	-6%	-30%
COc1ccccc1N1CCN(C(=O)CCC(=O)O)CC1	4%	-4	-4	29	-1%	-19%	-11%
O=C(N/N=C\C=C\c1ccc(Br)cc1)c1ccc2c(c1)OCO2	45µM*	9.9*	-17	23*	10%	11%	-33%
COC(=O)CSc1nnc(-c2ccc(OC)cc2OC)o1	2%	-1	12	0	7%	-4%	3%
CC1C/C(=N/O)C(C)CN1 (stereo unspecified)	-14%	-5	47	-15	7%	4%	-4%
CC1Cc2nc(SCC(=O)Nc3ccc4c(c3)OCCO4)n(C)c(=O)c2S1 (stereo unspecified)	4%	9.0*	u	18	-6%	-2%	-27%
CCOC(=O)c1c(C)c(C)n(Cc2ccc(OC)c(OC)c2)c1C	-11%[57.1 µM]	-5	u	-5	0%	-13%	37%
COc1ccc(-c2[nH]c(-c3ccc4c(c3)OCO4)nc2-c2ccccc2)cc1	5%	6	-30	-13	-6%	u	-36%
CN(C(=O)c1cccc(S(=O)(=O)N2CCCC2)c1)C1CCCCC1	9%	x	-32	x	x	1%	31%
COCC(=O)N1CCN(c2cccc(Cl)c2)CC1	-12%	5	-31	1	-2%	1%	3%
O=C(Nc1cccc(-n2cnnn2)c1)c1cccnc1	-11%	-5	7	-4	-6%	-2%	-21%
COC(=O)C(Cc1ccccc1)NS(=O)(=O)c1cc(Br)ccc1Br (stereo unspecified)	x	8	x	-5	0%	x	x
O=C(NCC(c1ccco1)N1CCN(c2ccccc2)CC1)C(=O)NC1CCCCC1 (stereo unspecified)	-11%	x	-7	x	x	9%	-19%
Cc1nc(C)c(-c2csc(Nc3ccc(O)cc3C)n2)s1	-14%	1	-33	-7	1%	12%	-13%
O=C(NNc1ccccc1Br)C(=O)n1ccc2ccccc21	-25%	8	58	-6	-5%	-2%	-24%
Cc1ccn2c(-c3csc(NCc4ccccc4)n3)c(C)nc2c1	1%	17	-81*	11	u	-28%	-3%
CCN(CC)CC(O)Cn1c(C)c(-c2ccccc2)c2cc([N+](=O)[O-])ccc21 (stereo unspecified)	-11%	-6	-68*	-8	-4%	-10%	39%
CCOC(=O)c1cn(CC#N)c2cc(F)c(F)cc2c1=O	-1%	-3	55	-6	6%	13%	-2%
O=C(NC(c1ccccc1)c1ccccc1)C1CCCN(S(=O)(=O)c2cnc[nH]2)C1 (stereo unspecified)	u	-6	-14	-11	5%	7%	-1%
O=C(NC1CCCCC1)C1CC(O)CN1C(=O)OCc1ccccc1 (stereo unspecified)	-2%	-2	1	3	5%	-13%	1%
COc1ccc(C(=O)COC(=O)/C=C/c2ccccc2)c(OC)c1	5%	x	-23	x	x	13%	-21%
Cc1nc(CN2CCN(C(=O)c3ccc(C(C)(C)C)cc3)CC2)cs1	10%	12	-32	30	-17%	0%	91%[activator]
Cc1nc2nc[nH]n2c(=O)c1NC(=O)CC12CC3CC(CC(C3)C1)C2	u	-3&0	74&-33	-9&-16	0%&2%	6%&5%	-7%&-24%
Cc1ccc2cc(C)c3nnc(SCc4ccc(C(=O)O)cc4)n3c2c1C	-3%	0	-35	-5	7%	-10%	-25%
CC[C@H](C)[C@@H](C(=O)NCCCCCCCCCCC(=O)N1CCN(C(=O)OC(C)(C)C)CC1)n1cc(CCCCCNC(=O)OC(C)(C)C)nn1	u	x	-69*	x	x	-2%	93%[activator]
Cc1ccc(S(=O)(=O)Nc2cc(-c3ccc(Cl)cc3)nn2C)cc1	6%	-1	11	-9	27%	-21%	-21%
CC1CN(c2cc(=O)n(-c3ccccc3)c(=O)[nH]2)CC(C)O1 (stereo unspecified)	u	-1	3	13	3%	-5%	-17%
COc1ccc(S(=O)(=O)n2nc(C)c(S(=O)(=O)N3CCOCC3)c2C)cc1	1%	-2	-3	13	-15%	-1%	-2%
Cc1ccc(Nc2nnc(-c3ccccc3N)o2)cc1C	-6%	26*	76	41*	-2%	-10%	-35%
CN(C)c1cc[n+](Cc2ccccc2)cc1	u	1	-86*	-8	-10%	-5%	-11%
COc1ccc(-n2c(O)c(C(C)=Nc3ccc4c(c3)CCC4)c(=O)[nH]c2=O)cc1	-8%	-2	-12	-6	1%	-1%	-23%

Profiles as entered above. Order of values: AmpC inh detg, Cycloheximide cs, HCMV inh, Shiga inhibitor, Giardia FBPA inh, AMA1-RON2 inh, AmpC inh no detg
Record of CN(C)c1cc[n+](Cc2ccccc2)cc1 → u, 1, -86*, -8, -10%, -5%, -11%
Record of Cc1nc2nc[nH]n2c(=O)c1NC(=O)CC12CC3CC(CC(C3)C1)C2 → u, -3&0, 74&-33, -9&-16, 0%&2%, 6%&5%, -7%&-24%
Record of CC1CN(c2cc(=O)n(-c3ccccc3)c(=O)[nH]2)CC(C)O1 (stereo unspecified) → u, -1, 3, 13, 3%, -5%, -17%
Record of Cc1ccc2cc(C)c3nnc(SCc4ccc(C(=O)O)cc4)n3c2c1C → -3%, 0, -35, -5, 7%, -10%, -25%
Record of Cc1nc(CN2CCN(C(=O)c3ccc(C(C)(C)C)cc3)CC2)cs1 → 10%, 12, -32, 30, -17%, 0%, 91%[activator]
